TRPM1 prom inh: reduces MITF-dependent TRPM1 promoter luciferase signal; actives 0.83% (n = 330,000); inhibition, % at 12.5 µM; SK-MEL-5 TRPM1 promoter luciferase, 24 h;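 active means mean inhibition across replicates of 60% or more, whatever share of single replicates reaches that level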; further: values of inactives mirror those of a sister screen read the other way
Peg3 promoter: Peg3 promoter activity inhibition | HeLa PEG-Prom luciferase reporter, luminescence, overnight | inhibition, % at 20 µM | actives 1.7% (n = 360,000);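 active means inhibition of at least 50% at 20 µM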
HIF-2a inh: inhibitors of HIF-2a | 786-0 RCC cells HIF-2a reporter, luciferase luminescence, overnight | inhibition, % at 18.8 µM | actives 0.72% (n = 360,000) | AID 624352;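 active means inhibition of the luminescence signal of 40% or more relative to plate controls, in a single-dose primary screen at 18.75 µM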
Shn3 3UTR inh: Schnurri-3 reporter inhibition in Clone20 osteoblasts; Clone20 osteoblast Shn3 3'UTR firefly luciferase, 24 h; inhibition, % at 12.5 µM; actives 0.52% (n = 360,000); AID 588674;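 active means mean inhibition of at least 75% with every replicate also reaching 75%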;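 further: 0% = median of neutral control wells and 100% = pilot-screen positive control compound; some compounds past the cut are filed as inactive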
KKLEB tox: reduces viability of KKLEB cystic fibrosis airway cells; KKLEB CF airway cells viability, ATPlite luminescence, overnight; stronger effect = lower value; cells stimulated with P. aeruginosa culture filtrate; actives 0.36% (n = 360,000); activity change (cytotoxicity), % at 5 µM; AID 602141;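 active means corrected activity change at or below -50% at 5 µM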
TWEAK Fn14 block: inhibitors of TWEAK-Fn14 interaction signaling. actives 2% (n = 360,000). TWEAK-stimulated Fn14 reporter cells, luciferase luminescence, 8 h. inhibition, % at 10 µM; in the data active means inhibition above about 50%
TROY NFkB inh: TROY signaling inhibition | Q293 LMP1-TROYcd NF-kB luciferase reporter, 4 h | inhibition, % at 10 µM | actives 0.98% (n = 360,000) | AID 1347056;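 active means compounds whose plate-normalised and pattern-corrected inhibition of the luciferase reporter signal at the single screening dose is 50% or more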
NR2E3 ag-1: human photoreceptor-specific nuclear receptor agonism; CHO-S Gal4-NCOR/VP16-NR2E3 two-hybrid, luciferase; inhibition of corepressor binding, % at 3.98 µM; actives 0.35% (n = 360,000); AID 602229;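 active means inhibition above the mean of all tested compounds plus 3 SD, cut at about 70% in these data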;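 further: 0% = DMSO with NR2E3 transfected cells and 100% = cells lacking NR2E3 construct; higher means lower luciferase signal from less NR2E3 corepressor binding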
Target sequence (Q9Y5X4 whole entry, looked up, the tested form may be a part): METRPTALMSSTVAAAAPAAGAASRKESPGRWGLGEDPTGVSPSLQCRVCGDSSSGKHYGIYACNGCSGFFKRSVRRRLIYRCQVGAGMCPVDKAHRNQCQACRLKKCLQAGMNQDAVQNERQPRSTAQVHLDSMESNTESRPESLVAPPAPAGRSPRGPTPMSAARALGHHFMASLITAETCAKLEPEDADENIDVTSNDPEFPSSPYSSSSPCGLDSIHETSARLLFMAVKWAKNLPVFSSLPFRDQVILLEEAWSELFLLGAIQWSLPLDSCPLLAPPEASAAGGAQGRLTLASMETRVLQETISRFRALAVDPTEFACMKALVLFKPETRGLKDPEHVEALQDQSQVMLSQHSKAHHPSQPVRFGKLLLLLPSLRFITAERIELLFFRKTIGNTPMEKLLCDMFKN
C8 TRAIL sens: caspase-8 TRAIL sensitization. NB7+C8 cells + TRAIL, ATPlite viability luminescence. inhibition (viability loss, TRAIL sensitization), % at 10 µM. actives 1% (n = 360,000). AID 624354;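 active means compounds causing at least 50% loss of cell viability in the single-dose screen, relative to plate controls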
CF NFkB block: inhibitors of cystic fibrosis induced NF-kB; actives 0.86% (n = 360,000); inhibition, % at 5 µM; AID 588850; KKLEB NF-kB-GFP reporter, PAF-induced, GFP fluorescence overnight;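 active means at least 50% inhibition at 5 µM, scaled per plate between neutral and stimulator controls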;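 further: PAF is a Pseudomonas aeruginosa culture filtrate used as stimulus; plate controls were PAF-stimulated DMSO wells for no effect and unstimulated DMSO wells for full effect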
NR2E3 ag-2: agonists of human nuclear receptor NR2E3; inhibition of corepressor binding, % at 4.78 µM; AID 2300; GST-NR2E3/biotin-RetCOR TR-FRET, 1536-well; actives 0.12% (n = 320,000);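 active means percent inhibition above the cutoff of mean plus 3 SD of all tested compounds, set per screening campaign, cut at about 20% in these data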;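 further: 0% = DMSO wells and 100% = biotin wells as full block of FRET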
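Material: NR2E3–RetCOR corepressor complex / Amount: 1.35 nM GST-NR2E3 / Medium: Tris pH 7.5 / Compound: single nominal compound dose of 4.8 µM / Incubation: 5 h at 4 °C / Technique: TR-FRET, Eu(K)-anti-GST donor, streptavidin-D2 acceptor, ex 340, em 617/671 nm / Read-out basis: percent loss of FRET ratio relative to control wells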
Starred values were filed as active, the others as inactive; / = no result given. A portion of the library; the hit share may differ from the screen's.

(1) FC(F)(F)c1cc(-c2ccccc2)nc(NC2CCCC2)n1
(2) COc1ccc(N2CC(O)=C(c3n(C)c4ccccc4[n+]3C)C2=N)cc1
(3) C=CCn1c(SCC(=O)NCCc2ccccc2)nnc1C(C)NC(=O)c1cccs1 (stereo not drawn)
(4) Cc1cccc(C(C(=O)NC2CCCCC2)N(Cc2cccnc2)C(=O)c2csnn2)c1 (stereo not drawn)
(5) CCCNC(=O)N1C2=NC(C(=O)OC)=C(C(=O)OC)[C@@H]3N(Cc4ccccc4)c4ccccc4[C@]23C[C@H]1CO
(6) COc1ccc(C(C#N)c2cnccn2)cc1OC (stereo not drawn)
(7) C/C(=N\NC(=O)c1ccn(C)n1)c1ccc(NC(=O)C2CCC2)cc1
(8) Brc1ccc(-c2nnc3sc(CN4CCC5(CC4)OCCO5)cn23)cc1
Screen / compound no.	1	2	3	4	5	6	7	8
KKLEB tox	-3	4	8	26	11	0	-9	-8
NR2E3 ag-1	-9	-8	-3	-40	-61	-6	-31	-11
C8 TRAIL sens	-3	-8	-8	-12	-9	3	-17	66*
HIF-2a inh	0	12	16	8	1	-3	-22	14
TROY NFkB inh	10	3	-12	5	5	1	-10	-3
TRPM1 prom inh	-13	8	10	-8	11	-4	-19	17
Shn3 3UTR inh	-3	-12	11	-4	9	4	5	8
Peg3 promoter	8	5	7	-2	11	4	1	15
CF NFkB block	13	-20	-3	-6	-20	-22	6	1
TWEAK Fn14 block	11	-7	7	-14	-2	-19	-2	-5
NR2E3 ag-2	0	-4	-1	0	1	3	/	0

Reformatted: two of the compounds above.
| item | smiles | KKLEB tox | NR2E3 ag-1 | C8 TRAIL sens | HIF-2a inh | TROY NFkB inh | TRPM1 prom inh | Shn3 3UTR inh | Peg3 promoter | CF NFkB block | TWEAK Fn14 block | NR2E3 ag-2 |
| --- | --- | --- | --- | --- | --- | --- | --- | --- | --- | --- | --- | --- |
| 5 | CCCNC(=O)N1C2=NC(C(=O)OC)=C(C(=O)OC)[C@@H]3N(Cc4ccccc4)c4ccccc4[C@]23C[C@H]1CO | 11 | -61 | -9 | 1 | 5 | 11 | 9 | 11 | -20 | -2 | 1 |
| 6 | COc1ccc(C(C#N)c2cnccn2)cc1OC (stereo not drawn) | 0 | -6 | 3 | -3 | 1 | -4 | 4 | 4 | -22 | -19 | 3 |

Additional results follow:
(9) COCCn1c(=NC(=O)/C=C/c2ccccc2)sc2cc(NC(C)=O)ccc21
(10) CN1CCN2c3ccccc3Cc3ccccc3C2C1 (stereo not drawn)
(11) O=C(C1CCC1)N1CCN(S(=O)(=O)c2ccc(F)cc2)CC1
(12) Nc1ccn(CC(=O)NCc2ccc3c(c2)OCO3)c(=O)n1
(13) O=C(CN1C(=O)COc2ccccc21)N(Cc1ccccc1)Cc1ccccn1
(14) CC(C)OC(=O)CC12CN3CN(C1)CC(CC(=O)OC(C)C)(C3)C2=O
(15) O=C(c1ccc(F)cc1)N1CCCCC(S(=O)(=O)c2ccccc2)C1=O (stereo not drawn)
(16) Cc1ccc(S(=O)(=O)N2CCN(C(=O)C3CC3C)CC2)c(C)c1 (stereo not drawn)
Screen / compound no.	9	10	11	12	13	14	15	16
KKLEB tox	-12	-1	-19	-8	18	1	2	2
NR2E3 ag-1	17	-29	-5	-38	-13	-8	-1	4
C8 TRAIL sens	-4	-2	4	5	-2	-3	-4	-8
HIF-2a inh	-22	6	8	2	7	12	25	7
TROY NFkB inh	-22	11	-7	3	10	7	-12	-4
TRPM1 prom inh	-7	-6	0	-8	7	-12	1	2
Shn3 3UTR inh	15	-1	8	-8	64	-39	-23	5
Peg3 promoter	-4	-20	16	-115	7	5	3	11
CF NFkB block	7	-7	19	-17	-4	2	8	-19
TWEAK Fn14 block	-4	-4	22	0	3	0	-6	1
NR2E3 ag-2	-2	-1	3	2	0	-2	1	0

(17) COC(=O)/C=C1\S/C(=N/NC(=O)c2ccc(OC)cc2)NC1=O
(18) NNC(=O)CN1C(CN2CCOCC2)=Nc2ccc(Br)cc2C1c1ccccc1 (stereo not drawn)
(19) COC(=O)Nc1ccc(S(=O)(=O)Nc2ncccn2)cc1
(20) CCn1cc(/C=N\NC(=O)c2cc(-c3ccccc3OC)nc3ccccc23)c(C)n1
(21) CCCC(c1nnnn1Cc1ccc(OC)cc1)N1CCC(C(N)=O)CC1 (stereo not drawn)
(22) COc1ccc(-n2cc(CN[C@H]3CCCCNC3=O)c(-c3cccc(F)c3)n2)cc1
(23) O=C(CCCOc1ccccc1)Nc1ccc(S(=O)(=O)Nc2ccccn2)cc1
(24) Fc1ccccc1NC(=S)NCCc1ccc(Cl)cc1
Screen / compound no.	17	18	19	20	21	22	23	24
KKLEB tox	11	1	1	0	7	-10	-3	9
NR2E3 ag-1	5	-24	-11	7	-6	10	-10	-106
C8 TRAIL sens	-2	-7	-3	5	16	25	2	11
HIF-2a inh	14	13	8	8	3	-17	13	-210
TROY NFkB inh	-7	0	1	-16	2	5	-7	-49
TRPM1 prom inh	-14	-8	-15	0	6	-16	7	-90
Shn3 3UTR inh	-9	14	3	4	6	8	8	-33
Peg3 promoter	-1	3	0	0	10	-15	12	-290
CF NFkB block	-4	17	12	-19	7	23	-18	-16
TWEAK Fn14 block	-17	5	10	7	-12	-7	-11	-27
NR2E3 ag-2	-1	1	-3	-1	-4	-2	-2	/

(25) Cc1ccc(C(=O)OCN2C(=O)c3ccccc3C2=O)c(O)c1
(26) OC[C@H]1O[C@@H](c2nc(-c3ccc4[nH]ccc4c3)no2)[C@H](O)[C@@H](O)[C@H]1O
(27) CCOC(=O)C(=Nc1ccccc1)NO
(28) COc1ccc(-c2nnc3cccc(Cl)n23)c(OC)c1
(29) O=C1C(NS(=O)(=O)c2cccs2)=C(N2CCN(Cc3ccccc3)CC2)C(=O)c2ccccc21
(30) S=c1[nH]nc(-c2cc(-c3ccccc3)n[nH]2)n1/N=C/C=C/c1ccco1
(31) COc1ccccc1NS(=O)(=O)c1ccc(C)c(NC(=O)c2ccc(S(=O)(=O)N3CCCCCC3)cc2)c1
(32) Cc1ccc(S(=O)(=O)N(C)C[C@H]2Oc3cc(C#CC4CCCC4)ccc3S(=O)(=O)N([C@H](C)CO)C[C@H]2C)cc1
Screen / compound no.	25	26	27	28	29	30	31	32
KKLEB tox	-15	-7	0	0	-14	1	1	-12
NR2E3 ag-1	-30	18	8	-11	-36	-35	35	-23
C8 TRAIL sens	10	-30	-23	7	12	6	16	10
HIF-2a inh	5	-3	8	-16	-112	-5	6	0
TROY NFkB inh	22	-16	4	-15	1	2	9	11
TRPM1 prom inh	0	/	1	15	46	/	17	/
Shn3 3UTR inh	-51	-16	-5	-8	7	-3	44	-15
Peg3 promoter	4	-5	2	-11	15	-19	30	18
CF NFkB block	21	2	4	15	-2	-7	-19	17
TWEAK Fn14 block	-4	10	0	-12	-4	20	28	13
NR2E3 ag-2	0	/	0	-1	0	-1	-4	/

(33) NCCOc1ccccc1-c1ccccc1
(34) OC1CN=C2CCCc3c2n(c2ccc(Cl)cc32)C1 (stereo not drawn)
(35) C[C@H](O)CC1=C[C@H](O)[C@@H](C)OC1=O
(36) CCOC(=O)N1CCN(S(=O)(=O)c2ccc(F)c(C(=O)Nc3ccc(C)c(Cl)c3)c2)CC1
(37) COc1ccc(S(=O)(=O)NNC(=O)Nc2ccccc2OC)c(OC)c1
(38) COc1ccc(CCn2c(-c3cccc([N+](=O)[O-])c3)nc3nc4ccccc4nc32)cc1OC
(39) O=[N+]([O-])c1ccc(Cl)cc1CN1CCCCCC1
(40) CN(Cc1ccccc1)C(=O)NC1CCCCC1
(41) COc1ccccc1C(=O)NC(=O)CSc1nc2nc(C)cc(C)n2n1
(42) CCOC(=O)c1ccc(NC(=S)N2CCSC2c2ccc(Br)cc2)cc1 (stereo not drawn)
Screen / compound no.	33	34	35	36	37	38	39	40	41	42
KKLEB tox	4	0	-1	-10	16	14	0	-7	5	-14
NR2E3 ag-1	18	-14	-9	5	4	-8	-4	1	-4	9
C8 TRAIL sens	-4	3	4	24	-38	0	12	-1	2	-6
HIF-2a inh	18	16	-1	6	5	12	25	-6	7	-26
TROY NFkB inh	0	-49	-8	6	12	0	-19	-10	4	12
TRPM1 prom inh	0	-4	-10	-2	8	5	22	-1	-3	-7
Shn3 3UTR inh	7	3	5	-16	-17	-10	0	5	-10	1
Peg3 promoter	-1	-2	8	15	12	28	-7	-2	11	-14
CF NFkB block	2	1	-11	-12	-1	-4	12	0	-16	19
TWEAK Fn14 block	25	-8	0	11	-27	-11	4	9	-9	11
NR2E3 ag-2	-1	1	-2	1	/	0	4	-4	6	2

Structural class, the compounds so far with fluorine
(1) FC(F)(F)c1cc(-c2ccccc2)nc(NC2CCCC2)n1
(11) O=C(C1CCC1)N1CCN(S(=O)(=O)c2ccc(F)cc2)CC1
(15) O=C(c1ccc(F)cc1)N1CCCCC(S(=O)(=O)c2ccccc2)C1=O (stereo not drawn)
(22) COc1ccc(-n2cc(CN[C@H]3CCCCNC3=O)c(-c3cccc(F)c3)n2)cc1
(24) Fc1ccccc1NC(=S)NCCc1ccc(Cl)cc1
(36) CCOC(=O)N1CCN(S(=O)(=O)c2ccc(F)c(C(=O)Nc3ccc(C)c(Cl)c3)c2)CC1
Screen / compound no.	1	11	15	22	24	36
KKLEB tox	-3	-19	2	-10	9	-10
NR2E3 ag-1	-9	-5	-1	10	-106	5
C8 TRAIL sens	-3	4	-4	25	11	24
HIF-2a inh	0	8	25	-17	-210	6
TROY NFkB inh	10	-7	-12	5	-49	6
TRPM1 prom inh	-13	0	1	-16	-90	-2
Shn3 3UTR inh	-3	8	-23	8	-33	-16
Peg3 promoter	8	16	3	-15	-290	15
CF NFkB block	13	19	8	23	-16	-12
TWEAK Fn14 block	11	22	-6	-7	-27	11
NR2E3 ag-2	0	3	1	-2	/	1

Source: PubChem BioAssay (several laboratories)
